Bioassay records from PubChem BioAssay.
SR-BI DiI inh: mouse SR-BI HDL lipid transfer inhibition | Q61009 | ldlA[mSR-BI] CHO cells, DiI-HDL uptake fluorescence, 3 h | inhibition, % at 12.5 µM | hit rate 0.96% among 320,000;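 active = mean replicate inhibition of at least 70% and a set share of replicates each scoring 70 or more; inconclusive = meets just one of the two criteria; inactive = fails both criteria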;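 also: 0% = median of neutral control wells and 100% = median of positive control wells; values of inactives mirror those of a sister screen read the other way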
PvdQ inh: P. aeruginosa PvdQ acylase inhibition. purified PvdQ acylase, fluorescence plate reader. inhibition, % at 10 µM. hit rate 0.063% among 340,000; in the data active = inhibition above about 30%, passing the limit was not always enough; inconclusive = no clear call, values can overlap the other calls;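 also: 0% = vehicle neutral wells and 100% = reference inhibitor wells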
Rtt109 HAT inh: blocks Candida albicans Rtt109/Vps75 acetyltransferase activity; AID 540336; hit rate 0.16% among 330,000; purified Rtt109/Vps75, ThioGlo CoA-SH fluorescence, 4 h; inhibition, % at 34.9 µM;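 active = inhibition of at least 50% in every replicate; inconclusive = best replicate reaches 50% inhibition but some replicates fall short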
NSD2 HMT inh: blocks human histone methyltransferase NSD2. AID 743445. inhibition, % at 12.5 µM. hit rate 0.54% among 310,000. O96028. NSD2 peptide methylation, AlphaScreen, 120 min; in the data active = inhibition above about 50%
dFosB activator: activators of mouse delta FosB homodimer; P13346; purified delta FosB, TAMRA-CDK5 oligo fluorescence polarization; percent of positive-control signal above neutral wells; activation, % at 25 µM; hit rate 0.99% among 340,000; AID 493131;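 active = mean activation above about 17%, with every replicate also reaching it, limit read from the data, passing the limit was not always enough; inconclusive = only one of the two conditions met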;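 also: fluorescence polarization rise as delta FosB binds a TAMRA Cdk5 AP-1 oligo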
SR-BI DiI-HDL act: SR-BI HDL lipid transfer activation; CHO ldlA[mSR-BI] cells, DiI-HDL uptake fluorescence, 3 h; 100 = double the neutral-control signal; activation, % at 12.5 µM; hit rate 0.096% among 320,000; AID 504775;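 active = mean replicate activation of at least 60% and every replicate at or above 60%; inconclusive = mean or all-replicate condition met, but not both; inactive = mean below 60% and not all replicates reaching 60%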;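 also: 0% = median plate neutral-control signal and 100% = twice that signal; values of inactives mirror those of a sister screen read the other way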
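System: CHO ldlA[mSR-BI] cells / Medium: HEPES-buffered (25 mM, pH 7.4) F12 plus 0.5% BSA / Probe or stimulus: labelled HDL, 10 µg/mL / Doses: single compound concentration, delivered by pin transfer / Schedule: 3 h, 37 °C / Measured by: DiI fluorescence, bottom read / Measure: cell-associated DiI fluorescence as measure of HDL uptake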
MITF TRPM1 HTS: MITF TRPM1 promoter activation in melanoma cells; activation, % at 12.5 µM; hit rate 0.75% among 300,000; SK-MEL-5 TRPM1-promoter luciferase, 24 h; % of positive control, neutral wells = 0; AID 588334;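 active = mean activation of at least 80% with every replicate also reaching 80%; inconclusive = mean reaches 80% but some replicate falls short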;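 also: 0% = neutral control wells and 100% = parthenolide positive control wells; values of inactives mirror those of a sister screen read the other way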
PfHsp90 set2: reduces growth (ATP signal) of yeast expressing P. falciparum Hsp90; S. cerevisiae expressing PfHsp90, BacTiter-Glo ATP, 48 h; yeast lacking PDR1 and PDR3 efflux regulators; inhibition, % at 9.4 µM; hit rate 0.32% among 310,000;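 active = every replicate shows inhibition above about 80%, whatever the replicate mean, limit read from the data; inconclusive = mean inhibition reaches the set limit but some replicate falls short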;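 also: 0% = DMSO neutral controls and 100% = 20 µM radicicol positive controls; yeast relying on Plasmodium falciparum Hsp90 in place of its own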
CAL PDZ FP-1: blocks peptide binding to human CAL PDZ domain; Q9HD26; purified CAL PDZ, TMR-peptide fluorescence polarization, 1 h; inhibition, % at 20 µM; hit rate 0.02% among 330,000; AID 504414;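 active = highest replicate inhibition of at least 40%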;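 also: plate controls were DMSO neutral control wells for no effect and unlabeled competitor peptide control wells for full effect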
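Material: tagged CAL PDZ protein CerCALP, purified; buffer or medium: sodium phosphate/NaCl buffer pH 7.4 with TCEP, IgG, Thesit; also added: fluorescent TMR peptide probe; schedule: 1 h incubation at room temperature before polarization reading; technique: fluorescence polarization from S- and P-plane intensities, G-factor corrected; control set: unlabelled peptide and DMSO controls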
CAL PDZ FP-2: inhibitors of human CAL PDZ peptide binding; AID 602252; purified CAL PDZ, TMR-peptide fluorescence polarization, 1 h; inhibition, % at 24.9 µM; hit rate 0.92% among 300,000;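 active = mean inhibition of at least 30% with at least half of replicates also reaching 30%; inconclusive = no clear call, values can overlap the other calls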;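 also: 0% = DMSO neutral control and 100% = excess unlabeled competitor peptide PRC23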
Starred values were filed as active, the others as inactive; ? = inconclusive; . = no result given.

SMILES	SR-BI DiI inh	PvdQ inh	Rtt109 HAT inh	NSD2 HMT inh	dFosB activator	SR-BI DiI-HDL act	MITF TRPM1 HTS	PfHsp90 set2	CAL PDZ FP-1	CAL PDZ FP-2
Cc1cc(C)nc(SCC(=O)N2CCOCC2)n1	-18	-1	7	30	3	18	-8	6	-1.6	-6
N#Cc1c(-c2ccccc2)nc(SCC(=O)NC2CCCCC2)[nH]c1=O	-6	-7	3	3	0	6	-4	-1	-1.1	.
Cc1ccc(/C=N/NC(=O)c2nnn(-c3nonc3N)c2C(C)C)o1	31	-5	-9	6	-2	-31	-1	9	-2.9	-3
Cc1cc(C)cc(N2CC(O)Cn3c2nc2c3c(=O)[nH]c(=O)n2C)c1 (stereo unspecified)	7	-7	1	0	4	-7	-12	17	-8.2	-5
CSc1ccc(/C=C(/NC(=O)c2ccco2)C(=O)N2CCOCC2)cc1	-1	-18	-3	1	5	1	-5	0	-0.7	.
O=C(Nc1cccc2ncccc12)c1cccc(Br)c1	0	11	2	.	-5	0	-9	13	-0.2	-2
COc1ccccc1-c1noc(-c2ccncc2)n1	.	-24	-6	-2	-16	.	35	-7	-4.4	4
COc1ccc2c3n([n+]([O-])c2c1)CCN=C3c1ccc(Cl)cc1	-14	5	-5	.	1	14	15	14	-0.2	-2
CCCNC(=O)c1ccccc1C(=O)NC1(C(=O)NCCC)CCCC1	-3	-13	2	-1	6	3	-8	11	-0.1	-2
CC(=O)NC1=NC(=O)/C(=C/c2cc(C)n(-c3cccc(C(=O)O)c3)c2C)S1	-13	0	31	131*	-16	13	1	-25	-1.3	1
COC(=O)c1c(NC(=O)COC(=O)Cn2cnc3ccccc32)sc2c1CCCC2	11	-7	2	1	-8	-11	-7	-25	-2.8	-1
Cc1onc(-c2c(F)cccc2Cl)c1C(=O)NCc1ccccc1	-8	-4	2	5	7	8	-4	4	-1.1	-7
CCOC(=O)c1cc(-c2ccccc2)sc1NC(=O)CC(C)C	.	-18	0	-7	-2	.	.	-34	-4.4	-4
Cc1ccc2nc(-c3ccc(NS(=O)(=O)c4c(C)n(C)c(=O)n(C)c4=O)cc3)sc2c1	.	13	-1	2	0	.	?	-5	-2.5	4
COc1cc2c(cc1OC)C(C(=O)NC1CC1)C1c3ccccc3CCN1C2=O (stereo unspecified)	30	-1	2	.	-4	-30	7	-1	1.4	-1
CC(=O)Nc1ccc(S(=O)(=O)Nc2ccccc2C(=O)N2CCCCCC2)cc1	-19	-7	-5	1	-4	19	5	6	.	-5
COc1cc(NC(=O)COc2ccccc2Cl)ccc1NC(=O)C(C)C	50	-9	-1	-2	3	-50	17	.	-1.9	4
O=C(CN1CCN(c2ccccn2)CC1)Nc1cccc(S(=O)(=O)N2CCOCC2)c1	.	-15	3	-3	-10	.	-8	-4	-1.8	-4
O=C(O)CN1C(=O)C(=O)N(Cc2ccc(C(F)(F)F)cc2)C1=O	-4	11	-6	-1	1	4	-7	15	0.0	-3
Cc1cc(C)n(S(=O)(=O)c2ccc3ccccc3c2)n1	-1	-4	-4	-3	-3	1	12	-11	-4.1	-1
Cc1c(NC(=O)C(C)N(c2ccccc2)S(C)(=O)=O)c(=O)n(-c2ccccc2)n1C (stereo unspecified)	-3	-8	4	-5	5	3	-5	27	0.2	-5
O=[N+]([O-])c1ccc(Cl)c(/C=N/N2CCN(Cc3ccc(Cl)cc3)CC2)c1	6	-12	-15	1	-6	-6	4	.	0.1	.
COc1ccccc1OC(=O)c1cc(Cl)nc2ccccc12	33	-14	.	.	-7	-33	-12	-31	-1.3	-3
Cc1cn2c(-c3cccnc3)nnc2s1	-5	-12	3	-3	5	5	-12	.	0.3	-1
COc1cccc(-c2csc(N3CCN(C(=O)C4CCCCC4)CC3)n2)c1	-22	-23	-4	6	-5	22	5	19	-0.2	.
COc1ccc(OC)c(S(=O)(=O)N2CCC(C(=O)Nc3cccc(C)c3)CC2)c1	10	-9	11	-1	-18	-10	-4	-13	-3.1	-2
COc1cccc(/C=c2\s/c(=C\C(=O)C(C)(C)C)[nH]c2=O)c1	2	-15	-10	-2	-18	-2	8	2	-0.8	-3
CCOc1ccc(NC(=O)NNC(=O)c2ccc(Cl)cc2Cl)cc1	-19	-9	-1	-2	12	19	2	-17	-1.3	.
CN(Cc1ccccc1)C(=O)CN1C(=O)c2ccccc2C1=O	3	-10	5	3	-7	-3	.	10	0.5	-3
O=C(CC1Oc2ccccc2NC1=O)NCc1ccc(Cl)cc1 (stereo unspecified)	-8	5	2	.	3	8	-23	9	0.9	.
CC(C)OC(=O)c1cccc(C(=O)O)n1	-15	8	8	-4	-9	15	17	-2	-2.6	-1
N#Cc1ccccc1S(=O)(=O)N1CCN(CC(O)c2ccccc2)CC1 (stereo unspecified)	-6	3	6	-2	-3	6	4	-249	-1.3	0
Cc1oc2cc3oc(=O)c(CCC(=O)NCc4ccccn4)c(C)c3cc2c1C	12	-14	-23	.	-5	-12	19	0	-0.4	-4
CCNc1ncnc2c1cnn2C1CCCCO1 (stereo unspecified)	-2	-8	5	-2	4	2	3	-12	0.0	3
O=C1NC2c3c(I)sc(I)c3C(=O)C2O1 (stereo unspecified)	-7	5	10	1	-4	7	-58	-32	-1.0	-1
COc1cccc(-c2nc(N3CCCC3)c3ccccc3n2)c1O	50	0	-11	0	-18	-51	8	-36	0.4	-2
O=C(Cn1nnc(-c2ccccc2F)n1)OCC(=O)c1ccccc1	-15	-5	-11	-3	1	15	-8	8	.	-3
Cc1cc(OCC(=O)OCC(=O)Nc2cccnc2Cl)ccc1Cl	-7	-7	6	-2	-6	7	14	-27	-1.9	-3
O=C(CSc1ccc(-c2ccco2)nn1)N1CCCCC1	13	11	3	9	-8	-13	7	21	-1.3	-3
C=CCSc1nc(C)cc2c1C(=O)OC2	-19	-11	5	-4	-6	19	11	.	-2.1	-4

At a glance, 2 of the compounds above:
SMILES	SR-BI DiI inh	PvdQ inh	Rtt109 HAT inh	NSD2 HMT inh	dFosB activator	SR-BI DiI-HDL act	MITF TRPM1 HTS	PfHsp90 set2	CAL PDZ FP-1	CAL PDZ FP-2
CC(C)OC(=O)c1cccc(C(=O)O)n1	-15	8	8	-4	-9	15	17	-2	-2.6	-1
N#Cc1ccccc1S(=O)(=O)N1CCN(CC(O)c2ccccc2)CC1 (stereo unspecified)	-6	3	6	-2	-3	6	4	-249	-1.3	0

More compounds.
SMILES	SR-BI DiI inh	PvdQ inh	Rtt109 HAT inh	NSD2 HMT inh	dFosB activator	SR-BI DiI-HDL act	MITF TRPM1 HTS	PfHsp90 set2	CAL PDZ FP-1	CAL PDZ FP-2
CC(C)CCNC(=O)CO/N=C/c1ccccc1OC(F)F	-25	4	4	-1	7	25	3	5	-1.7	-8
Cc1ccc(S(=O)(=O)N2CCCC2C(=O)Nc2cc(C)on2)cc1 (stereo unspecified)	-1	-11	.	1	-1	1	4	10	-2.6	-1
O=C1CC(NC(=O)C(F)(F)F)=NN1c1ccccc1	1	9	8	0	-4	-1	-10	10	-1.9	-1
CCCCn1c(N)c(N(CC)C(=O)c2cc(CC)c(C)s2)c(=O)[nH]c1=O	-33	0	2	.	-5	33	8	.	-2.4	-3
CC(Sc1nc(N)cc(=O)[nH]1)C(=O)N1CCOCC1 (stereo unspecified)	-15	-17	-4	4	4	15	6	.	-0.2	0
Cc1ccc(NC(=O)NCCSc2ccc(C)cc2)cc1	-14	-3	8	-3	-3	14	7	11	-1.2	-1
CSc1ccc(/C=C2\CCn3c2nc2cc(C(=O)O)ccc2c3=O)cc1	-36	-7	14	3	1	36	-6	-3	-13	-27
O=C(Nc1cc(-c2nc3ccccc3s2)ccc1Cl)c1ccc2c(c1)OCO2	6	-9	2	.	-2	-6	6	-16	-0.6	-3
Cc1c(CNC(=O)C2CC2)c(-n2cccc2)n(Cc2ccccc2)c1C	9	-1	-19	5	-8	-9	.	11	0.5	.
CCCS(=O)(=O)c1nc(C)cc(C)c1S(C)(=O)=O	-6	5	-3	-3	-7	6	6	-3	-0.6	0
C=CCn1c(Cc2ccc(OC(C)C)c(Cl)c2)nnc1SCC(N)=O	-7	3	5	-2	-5	7	16	1	0.6	-2
CCOC(=O)c1cn2nc(SCc3ccccc3)nc2nc1C	-19	0	18	23	-6	19	49	-11	-0.3	-4
Cc1nc(SCc2nc3ccccc3[nH]2)c2oc3ccccc3c2n1	8	-18	-2	0	-5	-8	-11	6	-6.6	-19
Nn1c(SCC(=O)Nc2ccc3c(c2)OCCO3)nnc1C(F)(F)F	13	-18	3	-2	1	-13	-9	16	.	-2
Cc1nc(CCNS(=O)(=O)c2cccnc2)cs1	-11	-4	-11	1	5	11	-13	-3	0.8	-3
N#Cc1ccccc1OCC(=O)Nc1nnc(C2CC2)s1	-6	9	8	-1	-8	6	45	6	-0.9	-3
O=C(N/N=C/c1c[nH]c2c1ccc1ccccc12)c1ccc([N+](=O)[O-])cc1	2	-14	7	4	6	-2	29	-24	-2.2	0
COc1ccc(C2C(C#N)=C(N)N(N(C)C)C3=C2C(=O)CC(C)(C)C3)cc1OC (stereo unspecified)	-19	-19	-3	-3	-8	19	-6	-24	-0.2	-4
COc1ccc(C=O)c(OC)c1	4	-2	1	-6	11	-1	-3	-28	0.2	-3
O=S(=O)(Nc1ccccc1N1CCCCC1)c1cccs1	6	-13	-17	10	-3	-6	.	-4	0.2	7
CCCc1cc(C(=O)Nc2ccc(OC)cc2[N+](=O)[O-])cs1	2	-11	-8	-1	-5	-2	53	9	-3.1	-3
CCCCc1ccc(Nc2ncccc2C#N)cc1	-1	19	-3	-1	0	1	66	-11	0.0	-1
CCC(C)N(C(=O)c1csnn1)C(C(=O)NCc1ccc(F)cc1)c1ccccc1F (stereo unspecified)	11	-6	11	-2	2	-11	10	19	-1.5	3
CCOC(=O)c1c(C)[nH]c(C(=O)Cn2c(=O)oc3ccccc32)c1C	25	-13	0	-3	2	-25	5	-4	.	-3
Cc1nc(NCCc2ccccc2)c2nnn(Cc3ccccc3Cl)c2n1	25	-19	-7	-5	2	-25	-16	-33	.	-1
COc1ccccc1CNCc1cccs1	-13	-3	-7	1	5	13	.	5	-0.4	-4
Cc1cccc(C)c1NC(=O)COC(=O)C1CC(=O)N(Cc2ccccc2)C1 (stereo unspecified)	-10	-12	-4	.	-3	10	-3	17	-2.2	-5

Hits appear at their usual frequency. Share with any hit: about 4.3%.
